Bioassay records deposited in PubChem by several laboratories.
SRC2 TRFRET art: TR-FRET artefact, counter-screen to PPARgamma/SRC-2 agonist assay; 0.4% of 200,000 active; hits give high values; TR-FRET ratio at 8 µM; in the data active = TR-FRET ratio above about 2000; note: inactives centre near 1500; reference of the scale not given here
bIAP inhibitor: intestinal alkaline phosphatase (bovine) inhibition; purified bovine IAP, CDP-star luminescence, 30 min; AID 1019; 190,000 tested, under 10 active; inhibition, % at 20 µM;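 active = over 50% inhibition of intestinal alkaline phosphatase at 20 µM in the single-dose screen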
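Assay system – bovine IAP enzyme · Quantity – bovine IAP at 1/65,000,000 final dilution · Detection – CDP-star luminescence signal · Times – 30 min reaction at room temperature · Also added – CDP-star substrate at 30 µM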
PPARg SRC2 recr: PPARgamma-driven SRC-2 recruitment agonism; activation, % at 8 µM; P37231; PPARgamma LBD-SRC-2 recruitment, biochemical; AID 1032; 0.34% of 200,000 active; in the data active = activation above about 22%;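 note: 0% = vehicle and 100% = reference agonist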
HMGR II inh: blocks class II HMG-CoA reductase of Enterococcus faecalis. purified E. faecalis HMGR, NADPH absorbance 340 nm kinetic. inhibition, % at 10 µM. 0.41% of 190,000 active. AID 1066;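 active = inhibition above a set limit, the median over all tested compounds plus 3 SD, cut at about 9.5% in these data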;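 note: enzyme runs in reverse so mevalonate oxidation gives rising NADPH absorbance; 0% = complete reaction with DMSO and 100% = background rate lacking mevalonate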
PPARg SRC1 recr: PPARgamma-driven SRC-1 recruitment agonism | 0.41% of 200,000 active | activation, % at 8 µM | PPARgamma-SRC-1 coactivator recruitment biochemical assay | P37231; in the data active = activation above about 19%;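 note: 0% = DMSO and 100% = reference agonist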
RAM network inh: blocks the yeast RAM network; 1.8% of 190,000 active; S. cerevisiae dse1pr::URA3 reporter, 5-FOA growth OD615, 2 d; analog-sensitive cbk1-as2 kinase mutant strain; inhibition, % at 50 µM;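 active = inhibition above a set limit, 3 SD over mean compound inhibition, cut at about 8.4% in these data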;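 note: 0% = DMSO-only wells with no growth and 100% = 10 µM 1-NA-PP1 full growth; inhibition rescues growth on 5-FOA so higher OD means more RAM inhibition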
PPARg SRC3 recr: PPARgamma-driven SRC-3 recruitment agonism; P37231; biochemical PPARgamma/SRC-3 coactivator recruitment assay; activation, % at 8 µM; 0.26% of 200,000 active; AID 731; in the data active = activation above about 23%;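 note: 0% = DMSO and 100% = reference agonist; some compounds past the cut are filed as inactive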
ROMK primary: modulates human ROMK potassium channel activity; Tet-inducible ROMK, thallium flux fluorescence; actives lie on both sides; B-score at 10 µM; 2% of 130,000 active;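 active = signal ratio slope over the read window, or its plate-corrected B-score, at least 3 SD from the plate mean, either direction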;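 note: B-score of the F/F0 ratio slope over 7 to 12 s after thallium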
L major viab: reduces viability of Leishmania major promastigotes; AID 1063; inhibition, % at 10 µM; 9% of 200,000 active; resazurin fluorescence viability; in the data active = inhibition above about 50%;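 note: promastigotes grown with compound for 44 hours at 28 °C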
Redox H2O2 prof: compounds producing H2O2 with reducing agent – biochemical, NIH compound library profiling, artefact control for MLSCN library redox annotation, primary screen; 0.03% of 200,000 active; AID 878; DTT-dependent redox cycling H2O2, phenol red/HRP absorbance; 100% = 100 µM peroxide control, 0% = buffer; activation, % at 10 µM;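 active = activation of at least 50% relative to the plate's high and low controls in the primary single-dose screen; inactive = activation below 50%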;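 note: compound incubated with DTT at 0.8 mM final as the reducing agent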
S1P3 antagonist: antagonists of human S1P3 receptor; Q99500; CHO S1P3 NFAT-BLA reporter, FRET fluorescence, antagonist mode; inhibition, % at 4.98 µM; 0.27% of 170,000 active; AID 485;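 active = inhibition above the plate cutoff, the mean inhibition of test wells on that plate plus 3 SD, cut at about 28% in these data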;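 note: cells challenged with S1P at its EC80 of 0.8 µM; blue over green emission ratio from cleaved BLA substrate after 4 h stimulation; 0% = S1P-stimulated wells and 100% = unstimulated DMSO-only wells; some compounds past the cut are filed as inactive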
Target sequence (Q99500 whole entry, looked up): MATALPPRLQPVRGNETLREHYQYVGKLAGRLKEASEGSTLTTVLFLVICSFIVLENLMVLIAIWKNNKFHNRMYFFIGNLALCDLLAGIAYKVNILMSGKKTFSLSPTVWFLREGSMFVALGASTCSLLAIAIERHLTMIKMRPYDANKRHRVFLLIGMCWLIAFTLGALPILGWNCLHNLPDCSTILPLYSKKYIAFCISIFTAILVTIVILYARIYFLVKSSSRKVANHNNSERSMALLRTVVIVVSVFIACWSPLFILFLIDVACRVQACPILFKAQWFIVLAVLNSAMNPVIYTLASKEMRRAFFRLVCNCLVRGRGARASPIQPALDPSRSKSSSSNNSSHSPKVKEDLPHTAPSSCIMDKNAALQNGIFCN
The depositor's hits bear a star; nt = no result given.

SMILES | SRC2 TRFRET art | bIAP inhibitor | PPARg SRC2 recr | HMGR II inh | PPARg SRC1 recr | RAM network inh | PPARg SRC3 recr | ROMK primary | L major viab | Redox H2O2 prof | S1P3 antagonist
CCN(C(=O)CSc1nnc(Cn2nnc3ccccc32)o1)c1nc(C)cs1 | 1737 | -5 | 2 | -7 | 12 | -0.2 | -14 | -0.96 | 1 | 0.8 | nt
CCOC(=O)C1=C(C)NC2=C(C(=O)CC(C)(C)C2)C1c1ccc2c(c1)CCCN2C (stereo not drawn) | 1585 | 6 | 7 | -8 | 3 | 1.6 | 0 | nt | 21 | -4.0 | -24
CC1SC(c2ccc(Cl)cc2)NC1=O (stereo not drawn) | 1290 | 13 | -3 | -15 | 1 | 0.6 | -3 | nt | 1 | 0.4 | nt
COC(=O)c1ccc(NC(=O)C2CCN(S(C)(=O)=O)CC2)cc1 | 1651 | 6 | 11 | -3 | 10 | 2.0 | -1 | nt | -1 | 1.3 | -10
N#Cc1ccccc1NC(=O)CC1CCCCC1 | 1388 | 10 | -6 | nt | -11 | 1.8 | -6 | -0.55 | -5 | 0.2 | nt
Cc1ccccc1Nc1nc(N)nc(COC(=O)c2cccc(S(=O)(=O)NCc3ccccc3)c2)n1 | 1327 | -11 | 0 | 1 | -5 | 7.0 | 1 | -3.8* | 43 | -0.5 | -5
Cc1ccc(C(=O)c2ccccc2C(=O)OCC(=O)NC(C)(C)C)cc1 | 1325 | -23 | -9 | -5 | -1 | -0.8 | -2 | -0.077 | 28 | 0.1 | -2
CCOC(=O)c1nn(-c2ccccc2C)c2nc(-c3ccc(C)cc3)c(C#N)c(=O)n12 | 1523 | 10 | 1 | -5 | -4 | 1.2 | 0 | 0.25 | 0 | -1.5 | nt
CC1(C)Cc2noc(N)c2C(C)(C)N1OC(=O)c1ccco1 | 1526 | 10 | -1 | -2 | -3 | -0.7 | 0 | nt | -4 | 3.7 | -23
Cn1cccc1CNC(=S)Nc1cc(F)cc(F)c1 | 1518 | 1 | -10 | -1 | 2 | 2.2 | -5 | -0.83 | 3 | -0.4 | 8
COc1ccccc1CN(Cc1cc2cc(C)ccc2[nH]c1=O)Cc1nnnn1CC1CCCO1 (stereo not drawn) | 1476 | -25 | 10 | 0 | 10 | 2.3 | -5 | -1.7 | 30 | 0.1 | 1
O=C(Cc1cc(=O)oc2cc(O)ccc12)NCC1CCC(C(=O)O)CC1 (stereo not drawn) | 1650 | -1 | 2 | 3 | 10 | 1.8 | 5 | 1.2 | -5 | 0.3 | -9
N#Cc1c(N2CCOCC2)nc(-c2ccco2)c2c1CCCC2 | 1509 | 4 | 4 | 1 | 2 | 2.3 | 9 | -0.42 | 3 | -0.7 | nt
O=C(C1CCN(c2nnc(-n3cccc3)s2)CC1)N1CCN(c2cccc(C(F)(F)F)c2)CC1 | 1629 | 5 | -6 | 0 | -1 | 3.1 | -8 | -0.0053 | -2 | 0.4 | -8
COc1ccc(OC)c(-c2cc(C(=O)NCc3cccs3)no2)c1 | 1354 | -20 | -2 | -7 | 1 | 3.6 | -3 | nt | 7 | 3.1 | 10
Cn1cccc1/C=N/n1c(-c2ccc(C(C)(C)C)cc2)n[nH]c1=S | 1626 | 16 | 2 | -2 | 5 | -0.4 | 4 | nt | 8 | 1.1 | nt
COc1cccc(CC2(CO)CCCN(Cc3cn[nH]c3-c3ccc(F)cc3)C2)c1 (stereo not drawn) | 1574 | -43 | -7 | -1 | -6 | 5.0 | 1 | 0.41 | 6 | 0.7 | -17
CCOC(=O)NN1C(=O)c2ccccc2NC1c1ccc(N(C)C)cc1 (stereo not drawn) | 1696 | -15 | 1 | -8 | -5 | 0.9 | 0 | nt | 0 | 0.2 | 8
Cc1cc(Oc2cnn(C(C)(C)C)c(=O)c2Cl)cc(C(C)C)c1 | 1447 | -7 | 2 | 2 | 0 | 3.4 | -1 | nt | 10 | 2.5 | nt
CC(=O)N1N=C(c2ccc(Br)cc2)OC1(C)CC(=O)Nc1ccccc1 (stereo not drawn) | 1637 | 12 | 7 | 0 | 9 | 0.8 | 1 | -0.59 | -1 | 0.4 | -12
O=C1[C@H]2[C@@H](C(=O)N1c1cc(Cl)cc(Cl)c1)[C@]1(C(=O)Nc3ccccc31)N1CCC[C@@H]21 | 1356 | 5 | -4 | 1 | -4 | 3.9 | -19 | 0.93 | 0 | 0.1 | 29
O=C1N(Cc2cccc(Cl)c2)C[C@@H]2C[C@@H](c3cccn3-c3ccccn3)N3CCC[C@@]123 | 1474 | 8 | -2 | -2 | 2 | 1.5 | 2 | -1.9 | 16 | -1.6 | 8

Arranged by length of the SMILES (lowest first): part of the list above.
SMILES | SRC2 TRFRET art | bIAP inhibitor | PPARg SRC2 recr | HMGR II inh | PPARg SRC1 recr | RAM network inh | PPARg SRC3 recr | ROMK primary | L major viab | Redox H2O2 prof | S1P3 antagonist
CC1SC(c2ccc(Cl)cc2)NC1=O (stereo not drawn) | 1290 | 13 | -3 | -15 | 1 | 0.6 | -3 | nt | 1 | 0.4 | nt
N#Cc1ccccc1NC(=O)CC1CCCCC1 | 1388 | 10 | -6 | nt | -11 | 1.8 | -6 | -0.55 | -5 | 0.2 | nt
COc1ccc(OC)c(-c2cc(C(=O)NCc3cccs3)no2)c1 | 1354 | -20 | -2 | -7 | 1 | 3.6 | -3 | nt | 7 | 3.1 | 10
Cc1cc(Oc2cnn(C(C)(C)C)c(=O)c2Cl)cc(C(C)C)c1 | 1447 | -7 | 2 | 2 | 0 | 3.4 | -1 | nt | 10 | 2.5 | nt
O=C(Cc1cc(=O)oc2cc(O)ccc12)NCC1CCC(C(=O)O)CC1 (stereo not drawn) | 1650 | -1 | 2 | 3 | 10 | 1.8 | 5 | 1.2 | -5 | 0.3 | -9
Cn1cccc1/C=N/n1c(-c2ccc(C(C)(C)C)cc2)n[nH]c1=S | 1626 | 16 | 2 | -2 | 5 | -0.4 | 4 | nt | 8 | 1.1 | nt
COc1ccccc1CN(Cc1cc2cc(C)ccc2[nH]c1=O)Cc1nnnn1CC1CCCO1 (stereo not drawn) | 1476 | -25 | 10 | 0 | 10 | 2.3 | -5 | -1.7 | 30 | 0.1 | 1
CCOC(=O)C1=C(C)NC2=C(C(=O)CC(C)(C)C2)C1c1ccc2c(c1)CCCN2C (stereo not drawn) | 1585 | 6 | 7 | -8 | 3 | 1.6 | 0 | nt | 21 | -4.0 | -24

An unsorted share of the library, and some 13% of all compounds hit somewhere here.
